ALOX12 inh: Primary qHTS assay for inhibitors of human arachidonate 12S-lipoxygenase (ALOX12): Round 2; Potency, µM (top dose mostly 108 µM), for inactives: top-dose activity change, negative = inhibition, actives largely listed as inhibitors; actives 1.1% (n = 580,000); purified 12hLO, xylenol orange hydroperoxide absorbance; Polyunsaturated fatty acid lipoxygenase ALOX12 (Homo sapiens), P18054; AID 1671190, 2021; also: % is scaled to controls: 0 for no effect and ±100 for the full control effect
Target sequence (P18054 whole entry, looked up): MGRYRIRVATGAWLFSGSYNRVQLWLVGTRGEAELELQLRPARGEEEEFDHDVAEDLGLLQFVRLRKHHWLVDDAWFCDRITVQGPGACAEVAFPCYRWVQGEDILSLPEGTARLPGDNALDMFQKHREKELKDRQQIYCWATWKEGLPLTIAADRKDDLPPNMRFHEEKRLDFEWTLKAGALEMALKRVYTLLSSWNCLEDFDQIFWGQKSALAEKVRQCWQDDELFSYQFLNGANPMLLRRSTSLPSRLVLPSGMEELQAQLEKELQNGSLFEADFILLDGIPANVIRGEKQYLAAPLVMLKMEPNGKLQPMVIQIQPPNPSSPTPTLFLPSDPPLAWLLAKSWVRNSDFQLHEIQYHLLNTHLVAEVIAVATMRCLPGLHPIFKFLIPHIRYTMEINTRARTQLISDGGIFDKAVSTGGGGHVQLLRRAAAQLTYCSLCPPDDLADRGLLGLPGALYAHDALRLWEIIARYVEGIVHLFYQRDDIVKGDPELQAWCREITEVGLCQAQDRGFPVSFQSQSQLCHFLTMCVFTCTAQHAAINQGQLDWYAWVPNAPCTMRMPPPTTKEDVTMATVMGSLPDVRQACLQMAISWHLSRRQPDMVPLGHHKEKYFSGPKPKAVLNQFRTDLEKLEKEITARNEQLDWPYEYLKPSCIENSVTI
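Hydroperoxide product was detected by ferrous iron/xylenol orange as the 573 to 405 nm absorbance ratio. Arachidonic acid at 40 uM (final) was turned over for 30 min at room temperature by 150 nM human 12hLO, pH 7.0 Hepes buffer, after 15 min compound preincubation.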
TrxR1 inh: qHTS Assay for Inhibitors of Mammalian Selenoprotein Thioredoxin Reductase 1 (TrxR1): qHTS. Thioredoxin reductase 1, cytoplasmic (Rattus norvegicus), O89049. recombinant rTrxR1, NADPH fluorescence consumption, selenite substrate. Potency, µM (highest dose often 114 µM), for inactives: at the highest dose activity change, negative = inhibition, usual class: inhibitors. actives 1% (n = 390,000). AID 588453, 2011; also: % is scaled to controls: 0 for no effect and ±100 for the full control effect; nearly all actives have a fitted effect of over 65% in size
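Rat TrxR1 (90 nM in the dispensed reagent) was pre-reduced with 400 uM NADPH for 5 min at room temperature, then incubated with compound for 15 min. After 400 uM selenite was added, NADPH fluorescence (Ex 340/Em 450 nm) was followed for 8 min.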
Pin1 inh: qHTS Assay to Find Inhibitors of Pin1. actives 0.009% (n = 390,000). AID 504891, 2011. Potency, µM (highest dose often 115 µM), without a hit: top-dose activity, negative = inhibition, actives largely listed as inhibitors. Peptidyl-prolyl cis-trans isomerase NIMA-interacting 1 (Homo sapiens), Q13526. Pin1 FP peptide displacement, HiFluor488, 10 min; active = well fitted inhibition curve with a large enough effect in the polarisation, with a control signal flat, not every such curve was filed as active; inconclusive = small, poorly fitted or top-dose-only effect, or effect the other way, or a change in a side signal; inactive = no such curve, though single readings can be large or run the other way; the % refers to the polarisation; also: % is scaled to controls: 0 for no effect and ±100 for the full control effect
PGK inhibitor: qHTS Assay to Find Inhibitors of Phosphoglycerate Kinase; Phosphoglycerate kinase, glycosomal (Trypanosoma brucei brucei), P07378; AID 602233, 2012; PGK/GAPDH coupled, Kinase-Glo luminescence, 60 min; Potency, µM (titrated, usually from 57.5 µM), inactives show at the highest dose activity change, negative = inhibition, most hits filed as inhibitors; actives 0.043% (n = 380,000); also: % is scaled to controls: 0 for no effect and ±100 for the full control effect; nearly all actives have a fitted effect of over 60% in size
Target sequence (P07378 whole entry, looked up): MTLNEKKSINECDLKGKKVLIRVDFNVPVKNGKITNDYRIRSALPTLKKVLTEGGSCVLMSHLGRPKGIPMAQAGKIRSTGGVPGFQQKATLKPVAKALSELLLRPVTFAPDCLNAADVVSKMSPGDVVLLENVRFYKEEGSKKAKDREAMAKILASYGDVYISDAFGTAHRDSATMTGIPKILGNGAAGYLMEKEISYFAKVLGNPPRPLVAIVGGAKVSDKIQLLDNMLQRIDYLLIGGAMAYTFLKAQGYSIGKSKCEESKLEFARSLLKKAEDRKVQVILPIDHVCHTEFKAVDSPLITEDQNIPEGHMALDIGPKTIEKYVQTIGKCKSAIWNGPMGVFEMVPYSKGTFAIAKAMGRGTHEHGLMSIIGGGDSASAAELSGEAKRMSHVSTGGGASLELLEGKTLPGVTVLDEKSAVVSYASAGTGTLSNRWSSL
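Recombinant glycosomal PGK reaction used 1,3-bisphosphoglycerate generated in-well by GAPDH (100nM final) in 100mM TEA pH 7.6, 5mM MgCl2, 0.01% Tween-20. After 60 minutes at room temperature, ATP was read by Kinase-Glo Plus luminescence end-point.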
RGS4 inhibitor: Inhibitors of Regulator of G Protein Signaling (RGS) 4: qHTS; Regulator of G-protein signaling 4 (Homo sapiens), P49798; Transcreener GDP fluorescence polarization, RGS4-accelerated GTP hydrolysis; Potency, µM (titrated, usually from 114 µM), without a hit: at the highest dose activity change, negative = inhibition, actives largely listed as inhibitors; actives 0.039% (n = 390,000); AID 504845, 2011; also: % is scaled to controls: 0 for no effect and ±100 for the full control effect; nearly all actives have a fitted effect of over 75% in size; some results filed as inactive show a strong effect at the top dose
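MLSMR compounds (23 nl, pin-transferred) preincubated 10 min at room temperature with a 500nM (2x) first reagent, then RGS4 at 900nM (2x) plus Transcreener GDP mix added; fluorescence polarization (620/688 nm) read before and after 90 min at 30 °C.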
HP1b chromo inh: HTS for Inhibitors of HP1-beta Chromodomain Interactions with Methylated Histone Tails; Chromobox protein homolog 1 (Homo sapiens), P83916; AlphaScreen HP1-beta / biotin-H3K9me3 peptide binding; Potency, µM (highest dose often 114 µM), inactives show at the highest dose activity change, negative = inhibition, actives largely listed as inhibitors; actives 0.56% (n = 390,000); AID 540317, 2011; also: nearly all actives have a fitted effect of over 70% in size; inactives centre near 23
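Compound inhibition of the preformed complex between 50 nM HP1-beta and 50 nM biotinylated H3K9me3 peptide was read by AlphaScreen. Buffer was PBS pH 7.4 with 0.01% Tween-20. Incubations ran 30 min at room temperature, with 10 ug/mL donor/acceptor beads.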
ERG Ets-DNA blk: qHTS for Small Molecule Inhibitors of the ERG Ets/DNA interaction; Transcriptional regulator ERG (Homo sapiens), P11308; fluorescence polarization, His-ERG Ets domain / labelled DNA; Potency, µM (titrated, usually from 76.9 µM), inactives show at the top dose FP activity, negative = inhibition, actives largely listed as inhibitors; actives 0.028% (n = 370,000); active = well fitted inhibition curve with a large enough effect in the polarisation, with a control signal flat; inconclusive = small, poorly fitted or top-dose-only effect, or effect the other way, or a change in a side signal; inactive = no such curve, though single readings can be large or run the other way; the % refers to the polarisation;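 also: polarization taken with two DNA probes labelled with fluorescein and Texas red; % of control where 0% means no effect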
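His-tagged ERG Ets domain (1 uM in the protein solution; 300mM KCl, 50mM Tris-HCl, 1mM EDTA, 1mM DTT, pH 7.5) received compound, then a probe mix of 5 nM fluorescein-DNA and 100nM Texas-615-DNA. Fluorescence polarization was read for both dyes.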
GLS inhibitor: qHTS for Inhibitors of Glutaminase (GLS) | GLS enzymatic activity, qHTS titration | Potency, µM (doses to about 45.5 µM), inactives show top-dose activity change, negative = inhibition, most hits filed as inhibitors | actives 0.21% (n = 410,000); also: % is scaled to controls: 0 for no effect and ±100 for the full control effect
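hKGA in 45 mM KH2PO4 pH 8.2, 0.02% Tween-20 with pin-transferred compounds; 1 mM L-glutamine (stock) plus glutamate oxidase/HRP/Amplex Red coupling added. Fluorescence read initially and after 30 min at RT.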
JMJD2A Tudor: qHTS Assay for Inhibitors of JMJD2A-Tudor Domain | AlphaScreen JMJD2A-Tudor / H3K4me3 peptide binding | Potency, µM (highest dose often 114 µM), for inactives: at the top dose activity change, negative = inhibition, actives largely listed as inhibitors | actives 4.4% (n = 390,000); also: % is scaled to controls: 0 for no effect and ±100 for the full control effect; nearly all actives have a fitted effect of over 50% in size
Active calls of the source: *; i = inactive; ? = inconclusive; . = no result given; [ ] = another dose, or the depositor's remark. Unless noted, calls follow the shape of the dose curve; as a rule, active = well fitted curve in the direction sought with a large enough effect; inconclusive = small, poorly fitted or top-dose-only effect, or another doubt; inactive = no such curve, though single readings can be large; an effect the other way counts as inactive or inconclusive. Potency is read from the fitted curve at half-maximal effect.

entry	RGS4 inhibitor	JMJD2A Tudor	TrxR1 inh	PGK inhibitor	Pin1 inh	GLS inhibitor	ALOX12 inh	HP1b chromo inh	ERG Ets-DNA blk	smiles
1	-14%	-21%	26%	-8%	-3%	-5%	1%	15%	-6%	COc1ccc(CNC(=O)c2ccccc2NC(=O)C2=CSCCO2)c(OC)c1
2	0%	-15%	24%	-7%	-4%	-1%	5%	25%	10%	Cc1nc2ccccc2c(=O)n1-c1cccc(NC(=O)c2cccs2)c1
3	0%	?	27%	i	-3%	-7%	2%	46%[activator]	5%	CN(NS(C)(=O)=O)c1ncc(C(F)(F)F)cc1Cl
4	1%	-24%	21%	-7%	51%[activator]	20%	0%	-3%	0%	COc1cccc(N=Cc2c(O)c3ccccc3oc2=O)c1
5	-22%	-14%	7%	-7%	0%	1%	-10%	31%	2%	COc1ccc(OCc2cccc(C(=O)Nn3cc([N+](=O)[O-])cn3)c2)cc1
6	-32%	-5%	7%	i	0%	-1%	?	23%	0%	CC(OC(=O)CCCN=C1NS(=O)(=O)c2ccccc21)C(=O)Nc1ccc(F)c(F)c1F (stereo unspecified)
7	-7%	-20%	14%[57.1 µM]	-9%	-8%	?	0%	12%	2%	Nc1[nH]nc2nc3ccccc3cc12
8	6%	-12%	28%	-5%	0%	-2%	2%	41%[activator]	-9%	O=S(=O)(c1ccc(SCCO)nc1)N1CCOCC1
9	-4%	-6%	40%[57.1 µM]	-10%	26%	-3%	-17%	-4%	-2%	COc1cccc(/C=C/C(=O)Nc2ccc(C(=O)Nc3cccc(S(N)(=O)=O)c3)cc2)c1OC
10	-17%	-19%	-9%	5%	-3%	-5%	237%[activator]	44%[activator]	3%	CCCNC(=S)NNC(=O)c1cc(-c2cccnc2)nc2ccccc12
11	-11%	-3%	23%	i	1%	-8%	-1%	17%	-8%	Cc1ccccc1OC(C)C(=O)Nc1ccc2c(c1)OCO2 (stereo unspecified)
12	29%	-5%	10%[57.1 µM]	4%	0%	-13%	0%	12%	-2%	O=C(Nc1ccccc1)/C(=C\c1ccccc1)NC(=O)c1ccco1
13	-7%	4%	15%[57.1 µM]	-3%	7%	-5%	-28%	36%[activator]	-6%	COc1cccc(NC(=O)C2CCN(c3nc4ccccc4nc3C(F)(F)F)CC2)c1
14	-9%	-25%	27%[57.1 µM]	-3%	-1%	13%	-13%	-2%	-4%	Cc1ccccc1C(=O)NCc1nnc(SCC(=O)N2c3ccccc3Sc3ccccc32)n1C
15	-43%	-21%	56µM*	-7%	9%	-7%	0%	29%	-17%	CC(/C=C/c1ccco1)=N/NC(=O)C1COc2ccccc2O1 (stereo unspecified)
16	2%	34%	-5%	-7%	4%	-7%	-22%	77%[activator]	3%	CCOC(=O)c1cc2cc3ccccc3cc2[nH]1
17	-27%	-5%	7%	-4%	-19%	0%	1%	27%	-4%	C[N+](C)(C)C[C@H](O)CC(=O)[O-]
18	-20%[11.4 µM]	-21%[57.1 µM]	12%[57.1 µM]	-11%	2%	-2%	31%[activator]	45%[activator]	-6%	Cc1ccc(C(c2nnnn2CS(=O)(=O)c2ccc(C)cc2)N2CCC(C)CC2)cc1 (stereo unspecified)
19	5%	158%[activator]	10%	-6%	-1%	3%	0%	192%	2%	COc1cnc(SCc2ccc(Cl)cc2)nc1Cl
20	-36%	-15%	6%	-1%	3%	27%	-4%	25%	6%	O=c1c2ccccc2[nH]c(=S)n1CCN1CCCCC1
21	-33%	2%	6%	-4%	-6%	-4%	-14%	59%[activator]	-1%	COc1ccc(-c2noc(-c3cccnc3NCc3ccco3)n2)cc1
22	-16%	-19%	-15%	-1%	4%	-4%	-21%	45%	-2%	Cc1ccc(S(=O)(=O)c2nc(S(C)(=O)=O)sc2N(C)Cc2ccccc2)cc1
23	-2%	-10%	13%[2.29 µM]	i	1%	-10%	-7%	26%	-1%	Cc1ccc(CNC(=O)CCCc2cn(C)c3ccccc23)cc1
24	14%	-25%	28%[57.1 µM]	i	?	6%	?	35%[activator]	-1%	CC(=O)c1ccc(Nc2ccc3cc(S(=O)(=O)N4CCCC4)ccc3n2)cc1
25	-15%	-14%	?	-6%	-9%	15%	-3%	40%[activator]	-7%	Cc1ccc(N)cc1O
26	-9%	8%	-21%[57.1 µM]	-3%	?	2%	-19%	16%	4%	CCC(=O)C1=C(c2ccc(Cl)cc2)N(C(=O)CC)n2c(C)nnc2S1
27	-15%	-5%	-11%	-6%	-1%	-18%	0%	12%	-6%	CCOC(=O)N1CCC(NC(=O)C(CC(C)C)NC(=O)C2CCC(C)CC2)CC1 (stereo unspecified)
28	-6%	-4%	7%	12%	2%	-8%	-24%	29%	11%	COc1ccc(NC(=O)c2c(C(=O)Nc3ccccc3)sc3nc(C)cc(=O)n23)cc1
29	10%	-6%	-9%	9%	-1%	10%	1%	20%	-3%	CN(C(=O)C(=O)c1cn(CC(=O)N2CCCC2)c2ccccc12)C1CCCCC1
30	0%	-9%	-18%	i	1%	4%	2%	12%	-10%	CCCCN(C(=O)C1=CC=CN2CCS(=O)(=O)N=C12)c1ccccc1
31	13%	-17%	11%	i	15%	-2%	-20%	-15%	-8%	CCC(=O)Nc1ccc(C(=O)COC(=O)c2sc(C)nc2C)cc1
32	-4%	-19%	5%	3%	2%	7%	-13%	24%	4%	CC(OC(=O)C(C)Oc1ccccc1)C(=O)Nc1ccc(S(=O)(=O)N2CCCCC2)cc1 (stereo unspecified)
33	-23%	-15%	-8%	1%	4%	6%	-4%	5%	2%	C=CCn1c(SCC(=O)NCCOC)nnc1-c1cc2c(s1)CCC(CC)C2 (stereo unspecified)
34	7%	-4%	1%	-3%	0%	0%	-1%	32%	0%	COc1ccc(-n2nnc3c(SCC(=O)OCc4ccccc4)ncnc32)cc1
35	-6%	-4%	14%	-9%	-5%	3%	12%	22%	.	CCN(c1ccc(C)c(C)c1)S(=O)(=O)c1c(C)[nH]c(=O)[nH]c1=O
36	0%	-35%	8%	-1%	-10%	3%	0%	54%[activator]	4%	CCOC(=O)c1c(C)n(C)c2ccc(OCC(O)CN3CCN(C)CC3)cc12 (stereo unspecified)

Continued, starting with the last two of the part before.
entry	RGS4 inhibitor	JMJD2A Tudor	TrxR1 inh	PGK inhibitor	Pin1 inh	GLS inhibitor	ALOX12 inh	HP1b chromo inh	ERG Ets-DNA blk	smiles
35	-6%	-4%	14%	-9%	-5%	3%	12%	22%	.	CCN(c1ccc(C)c(C)c1)S(=O)(=O)c1c(C)[nH]c(=O)[nH]c1=O
36	0%	-35%	8%	-1%	-10%	3%	0%	54%[activator]	4%	CCOC(=O)c1c(C)n(C)c2ccc(OCC(O)CN3CCN(C)CC3)cc12 (stereo unspecified)
37	13%	-10%	17%	3%	15%	6%	?	9%	.	COc1ccc(S(=O)(=O)N2CCN(Cc3cc4c(cc3Br)OCCO4)CC2)cc1
38	28%	-14%	?	-1%	-17%	2%	10%	16%	14%	O=C(O)COc1ccc(/C=N/NC(=O)/C(=C/C=C/c2ccccc2)NC(=O)c2ccccc2)cc1
39	-4%	-5%	-2%	-1%	-4%	1%	-2%	9%	-7%	Cc1cccc(NC(=O)CSc2nnc(CNC(=O)c3ccco3)n2C)c1C
40	-4%	7%	24%	-3%	-3%	-1%	101%[activator]	43%[activator]	-9%	FC(F)(F)c1nnc(N2CCN(c3ccc(Cl)cc3)CC2)s1
41	-6%	-17%	-3%	-8%	-10%	5%	-4%	25%	-8%	Cc1cc(C)nc(NS(=O)(=O)c2ccc(NC(=O)c3cc(=O)c4ccccc4o3)cc2)n1
42	-16%	-9%	11%[57.1 µM]	-2%	-1%	0%	-16%	-3%	-8%	O=C(Cc1ccccc1)Nc1ccc(C(=O)NCC2COc3ccccc3O2)cc1 (stereo unspecified)
43	13%	-21%	?	-7%	-2%	-1%	-1%	54%[activator]	-1%	Cc1n[nH]c(=O)c2c(NC(=O)COC(=O)c3ncc(Cl)c(Cl)c3Cl)oc(C)c12
44	2%	-5%	13%	-10%	2%	3%	?	36%	-12%	O=C(O)CN1C(=O)C(=O)N(Cc2ccc(Cl)c(Cl)c2)C1=O
45	-8%	-28%	32%	-3%	1%	-7%	-23%	2%	-14%	Cc1ccccc1OCCC(=O)Nc1cc(S(=O)(=O)N2CCCCC2)ccc1N1CCN(C)CC1
46	?	56µM*	1%	1%	6%	1%	?	-24%	-1%	COC(=O)c1c(NC(=O)CCCOc2ccc(C(C)(C)C)cc2)sc2c1C(C(=O)OC)CC2 (stereo unspecified)
47	-24%	-24%	0%	-1%	30%[activator]	16%	-21%	36%	22%	O=C(N=C1SCC(=O)N1c1ccccc1Cl)c1ccco1
48	13%	-8%	2%[57.1 µM]	-2%	6%	3%	0%	27%	2%	Cc1cc(C(F)F)n2nc(C(=O)NCc3ccccc3F)nc2n1
49	?	-21%	?	-8%	?	16%	-26%	-16%	.	COc1ccccc1C=C1SC(=S)NC1=O

These rows are one share of the data, so the mix of outcomes need not match the whole.
